Source: PubChem BioAssay (Broad Institute)
Pf Dd2 inh: P. falciparum Dd2 growth inhibition; SYBR Green, 72 h; stronger effect = lower value; activity change, % at 10 µM; 2.3% of 94,000 active; AID 1159554; in the data active = activity change below about -80%
KDM4C inh: blocks human GASC-1 (KDM4C) demethylase activity; 0.15% of 96,000 active; AID 720574; inhibition, % at 12.5 µM; GST-KDM4C 2-372, H3K9me3 peptide, LANCE TR-FRET;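 active = mean replicate inhibition above about 25%, with at least 55% of replicates also reaching it, limit read from the data, passing the limit was not always enough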
Target sequence (Q9H3R0 2-372 limits assumed): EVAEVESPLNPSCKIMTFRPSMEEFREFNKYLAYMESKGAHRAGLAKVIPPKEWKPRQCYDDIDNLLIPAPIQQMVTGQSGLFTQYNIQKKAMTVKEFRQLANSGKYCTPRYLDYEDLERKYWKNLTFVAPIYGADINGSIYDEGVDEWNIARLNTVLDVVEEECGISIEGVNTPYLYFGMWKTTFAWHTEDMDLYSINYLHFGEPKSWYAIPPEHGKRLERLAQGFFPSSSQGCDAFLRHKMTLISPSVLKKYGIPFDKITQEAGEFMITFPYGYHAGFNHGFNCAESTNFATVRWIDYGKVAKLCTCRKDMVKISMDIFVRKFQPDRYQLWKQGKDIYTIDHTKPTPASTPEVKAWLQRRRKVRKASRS
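System: N-terminal GST-fused human GASC-1 (KDM4C) fragment, residues 2-372 / Amount: 10 nM GST-KDM4C in enzyme reaction / Also added: H3K9me3 peptide with Fe(II)/2OG / Times: 30 min demethylation and 1 h detection at room temperature / Signal: LANCE TR-FRET / Read-out basis: Fall in 671/618 emission ratio as inhibition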
Tcruzi prolif: T. cruzi proliferation inhibition; T. cruzi beta-gal in NIH3T3, GalScreen luminescence, 90 h; inhibition, % at 8.34 µM; 5.9% of 77,000 active; AID 624255;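 active = mean inhibition above about 93%, with at least 55% of replicates each passing it, limit read from the data, passing the limit was not always enough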
C diff growth: inhibitors of Clostridium difficile growth; Clostridium difficile clinical isolate growth, OD600, 24 h; stronger effect = lower value; growth activity, negative = inhibition, % at 16 µg/mL (by protocol); 0.25% of 86,000 active;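 active = mean growth activity at or below -80% and every replicate also at or below -80%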;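 note: 0% = DMSO wells and -100% = levofloxacin 16 µg/mL wells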
* marks the source's active call; other numbers are inactive results.

C[C@@H]1CN([C@@H](C)CO)S(=O)(=O)c2ccc(-c3ccncc3)cc2O[C@H]1CN(C)S(C)(=O)=O was read as Pf Dd2 inh -14, KDM4C inh 1.1, Tcruzi prolif 43 and C diff growth -1.
For Cc1noc(C)c1NC(=O)Nc1ccc2c(c1)CC(=O)N([C@@H](C)CO)C[C@@H](C)[C@H](CN(C)S(=O)(=O)c1cn(C)cn1)O2 the results were Pf Dd2 inh 12, KDM4C inh 0.3, Tcruzi prolif 22 and C diff growth -6.
`COc1ccccc1-c1ccc2c(c1)O[C@H](CN(C)C(=O)Nc1ccccc1)[C@@H](C)CN([C@H](C)CO)S2(=O)=O` gave Pf Dd2 inh -28, KDM4C inh -1.3, Tcruzi prolif 61 and C diff growth 3.
`C[C@H](CO)N1C[C@H](C)[C@H](CN(C)Cc2ccccc2)Oc2ncc(-c3cccc(C(F)(F)F)c3)cc2C1=O` gave Pf Dd2 inh -46, KDM4C inh 3.8, Tcruzi prolif 73 and C diff growth 18.
For O=C(CN1CCOCC1)N[C@H]1CC[C@@H](CCNS(=O)(=O)c2ccccc2F)O[C@H]1CO the results were Pf Dd2 inh 20, KDM4C inh -0.6 and Tcruzi prolif -20.
`COc1cccc(NC(=O)N(C)C[C@H]2OCc3cn(nn3)CCCC(=O)N([C@H](C)CO)C[C@H]2C)c1` gave Pf Dd2 inh -7, KDM4C inh -0.6, Tcruzi prolif -39 and C diff growth -1.
Screening CN(C[C@@H]1[C@@H](c2ccccc2)[C@H](CO)N1Cc1ccccn1)S(C)(=O)=O returned Pf Dd2 inh 2, KDM4C inh 0.2, Tcruzi prolif 47 and C diff growth -3.
`O=C(Nc1cc(F)ccc1F)N1CC(=O)N2[C@H](CO)[C@H](c3ccc(C#CC4CCCC4)cc3)[C@@H]2C1` gave Pf Dd2 inh -25, KDM4C inh 0.2 and C diff growth 2.
`C[C@@H]1CN([C@@H](C)CO)C(=O)c2cc(NC(=O)c3ccccc3)ccc2O[C@@H](C)CCCCO[C@H]1CN(C)S(=O)(=O)c1cccs1` gave Pf Dd2 inh -77, KDM4C inh -0.9, Tcruzi prolif 61 and C diff growth 2.
`O=C(Nc1cccc(Cl)c1)N1C[C@@H]2[C@H](c3ccccc31)[C@@H](CO)N2CC1CCCCC1` gave Pf Dd2 inh -15, KDM4C inh -3.2, Tcruzi prolif 80 and C diff growth 47.
Screening C[C@H](O)C#Cc1cnc2c(c1)C(=O)N([C@H](C)CO)C[C@@H](C)[C@H](CN(C)Cc1cncnc1)O2 returned Pf Dd2 inh 35, KDM4C inh -1.4, Tcruzi prolif 20 and C diff growth -4.
C[C@H](CO)N1C[C@H](C)[C@@H](CN(C)Cc2ccc(Cl)c(Cl)c2)OCCCC[C@H](C)Oc2ccc(NS(=O)(=O)c3ccccc3)cc2C1=O was read as Pf Dd2 inh -28, KDM4C inh -0.5, Tcruzi prolif 100 and C diff growth 4.

In the list so far, these have two or more sulfur atoms.
C[C@@H]1CN([C@@H](C)CO)S(=O)(=O)c2ccc(-c3ccncc3)cc2O[C@H]1CN(C)S(C)(=O)=O was read as Pf Dd2 inh -14, KDM4C inh 1.1, Tcruzi prolif 43 and C diff growth -1.
`C[C@@H]1CN([C@@H](C)CO)C(=O)c2cc(NC(=O)c3ccccc3)ccc2O[C@@H](C)CCCCO[C@H]1CN(C)S(=O)(=O)c1cccs1` gave Pf Dd2 inh -77, KDM4C inh -0.9, Tcruzi prolif 61 and C diff growth 2.

More structures follow.
`C[C@H](CO)N1C[C@H](C)[C@@H](CN(C)Cc2ccc3c(c2)OCO3)OCCCC[C@H](C)Oc2ccc(NS(C)(=O)=O)cc2C1=O` gave Pf Dd2 inh -15, KDM4C inh -0.1, Tcruzi prolif 95 and C diff growth 0.
`COc1ccc(S(=O)(=O)N(C)C[C@H]2Oc3ccc(NC(=O)C4CC4)cc3CC(=O)N([C@@H](C)CO)C[C@@H]2C)cc1` gave Pf Dd2 inh -21, KDM4C inh -0.3, Tcruzi prolif 32 and C diff growth -1.
Screening Cc1ccccc1-c1ccc([C@H]2[C@@H](CO)N3C(=O)CN(C(=O)Cc4ccccn4)C[C@@H]23)cc1 returned Pf Dd2 inh 23, KDM4C inh 1.0 and C diff growth 30.
For COc1cccc(S(=O)(=O)Nc2ccc3c(c2)[C@@H]2C[C@H](CC(=O)N4CCCCC4)O[C@@H](CO)[C@@H]2O3)c1 the results were Pf Dd2 inh -7, KDM4C inh -0.2 and Tcruzi prolif 20.
`C[C@@H]1CCCCO[C@H](CN(C)CC2CCCCC2)[C@H](C)CN([C@@H](C)CO)C(=O)c2cc(NC(=O)Nc3ccccc3)ccc2O1` gave Pf Dd2 inh -67, KDM4C inh -1.3, Tcruzi prolif 92 and C diff growth 0.
Screening CO[C@H]1CN(C)C(=O)c2cc(NC(=O)Nc3ccccc3)ccc2OC[C@@H](C)N(C(=O)CN(C)C)C[C@H]1C returned Pf Dd2 inh 9, KDM4C inh 0.8, Tcruzi prolif -9 and C diff growth 5.
Screening COCC(=O)N(C)C[C@H]1Oc2cc(-c3ccncc3)ccc2S(=O)(=O)N([C@H](C)CO)C[C@@H]1C returned Pf Dd2 inh -5, KDM4C inh 0.5, Tcruzi prolif 48 and C diff growth 3.
CO[C@H]1CN(C)C(=O)c2cc(NS(C)(=O)=O)ccc2OC[C@@H](C)N(Cc2cccnc2)C[C@H]1C was read as KDM4C inh -0.3 and Tcruzi prolif 45.
`O=C(C[C@H]1CC[C@H](NC(=O)Nc2ccccc2F)[C@@H](CO)O1)NCc1ccc(Cl)cc1` gave Pf Dd2 inh -9, KDM4C inh -1.4, Tcruzi prolif 31 and C diff growth 6.
For C[C@@H](NC(=O)C[C@@H]1C=C[C@H](NC(=O)Nc2ccc3c(c2)OCO3)[C@H](CO)O1)c1ccccc1 the results were Pf Dd2 inh 29, KDM4C inh -0.5 and Tcruzi prolif -41.
Screening C[C@@H]1CN([C@@H](C)CO)C(=O)Cc2cc(NC(=O)Cn3cnnn3)ccc2O[C@H]1CN(C)S(C)(=O)=O returned Pf Dd2 inh 19, KDM4C inh 1.1, Tcruzi prolif -43 and C diff growth -9.
For C[C@H]1CN([C@@H](C)CO)C(=O)c2cc(/C=C/c3ccccc3)cnc2O[C@@H]1CN(C)C(=O)C1CCCCC1 the results were Pf Dd2 inh -88*, KDM4C inh 0.3, Tcruzi prolif 99* and C diff growth -11.
`O=C(C[C@@H]1CC[C@@H](NS(=O)(=O)c2ccc(F)cc2)[C@@H](CO)O1)NCCN1CCCCC1` gave Pf Dd2 inh 7, KDM4C inh -0.1, Tcruzi prolif 57 and C diff growth -4.
`C[C@@H]1CN([C@@H](C)CO)S(=O)(=O)c2ccc(C3=CCCCC3)cc2O[C@H]1CN(C)CC1CC1` gave Pf Dd2 inh -37, KDM4C inh 1.8 and Tcruzi prolif 53.
`COc1ccc(NC(=O)Nc2cccc3c2O[C@@H](CN(C)Cc2ccc(C(F)(F)F)cc2)[C@H](C)CN([C@H](C)CO)C3=O)cc1` gave Pf Dd2 inh -6, KDM4C inh -1.2, Tcruzi prolif -1 and C diff growth 6.
Screening COc1ccc(NC(=O)N(C)C[C@@H]2OCCCC[C@@H](C)Oc3ccc(NC(=O)Nc4ccc(C(F)(F)F)cc4)cc3C(=O)N([C@@H](C)CO)C[C@@H]2C)cc1 returned Pf Dd2 inh -79, KDM4C inh 0.9 and C diff growth -8.
Screening COCC(=O)Nc1ccc2c(c1)OC[C@H](C)N(Cc1cncnc1)C[C@@H](C)[C@@H](OC)CN(C)C2=O returned KDM4C inh 0.0 and Tcruzi prolif 22.
`COC(=O)C[C@@H]1C[C@H]2c3cc(NC(=O)Nc4ccc(F)cc4)ccc3O[C@H]2[C@@H](CO)O1` gave Pf Dd2 inh -5, KDM4C inh -1.5, Tcruzi prolif -1 and C diff growth -1.
Cc1ccccc1S(=O)(=O)N1CC[C@@H]2[C@H]1c1cc(-c3ccc(F)cc3)ccc1N[C@@H]2CO was read as Pf Dd2 inh -4, KDM4C inh -0.8, Tcruzi prolif 39 and C diff growth 8.
`C[C@@H]1CN([C@H](C)CO)C(=O)c2cccc(NC(=O)Nc3cccc4ccccc34)c2O[C@H]1CN(C)C(=O)NC1CCCCC1` gave Pf Dd2 inh -79, KDM4C inh -3.3, Tcruzi prolif 18 and C diff growth 2.
`C[C@@H]1CN([C@H](C)CO)C(=O)c2cc(NC(=O)Nc3cccc4ccccc34)ccc2O[C@H]1CN(C)C(=O)NC1CCCCC1` gave Pf Dd2 inh -23, KDM4C inh -1.7, Tcruzi prolif 24 and C diff growth -11.
Screening Cc1ccccc1S(=O)(=O)N[C@@H]1CC[C@@H](CCn2cc(-c3ccccc3)nn2)O[C@H]1CO returned Pf Dd2 inh -27, KDM4C inh -3.7, Tcruzi prolif 22 and C diff growth 3.
Screening CO[C@@H](CN(C)C(=O)c1ccccc1F)[C@H](C)CN([C@@H](C)CO)S(=O)(=O)c1ccccc1 returned Pf Dd2 inh 4, KDM4C inh -2.9 and Tcruzi prolif 7.
`COCC(=O)N1C[C@H]2[C@@H](c3ccccc31)[C@@H](CO)N2C(=O)c1ccccc1F` gave Pf Dd2 inh -39, KDM4C inh -0.5, Tcruzi prolif 11 and C diff growth -4.

Pulled by compound from the entries so far, three records:
Cc1ccccc1S(=O)(=O)N1CC[C@@H]2[C@H]1c1cc(-c3ccc(F)cc3)ccc1N[C@@H]2CO was read as Pf Dd2 inh -4, KDM4C inh -0.8, Tcruzi prolif 39 and C diff growth 8.
`C[C@@H]1CN([C@@H](C)CO)S(=O)(=O)c2ccc(C3=CCCCC3)cc2O[C@H]1CN(C)CC1CC1` gave Pf Dd2 inh -37, KDM4C inh 1.8 and Tcruzi prolif 53.
Screening COCC(=O)Nc1ccc2c(c1)OC[C@H](C)N(Cc1cncnc1)C[C@@H](C)[C@@H](OC)CN(C)C2=O returned KDM4C inh 0.0 and Tcruzi prolif 22.

(more compounds)
For COCC(=O)Nc1ccc2c(c1)[C@H]1C[C@H](CC(=O)NCc3ccc4c(c3)OCO4)O[C@@H](CO)[C@H]1O2 the results were Pf Dd2 inh 14, KDM4C inh 2.5, Tcruzi prolif -38 and C diff growth -5.
Screening COc1cccc(CNC(=O)C[C@H]2CC[C@@H](NS(=O)(=O)c3ccccc3OC)[C@H](CO)O2)c1 returned Pf Dd2 inh 1, KDM4C inh -1.3, Tcruzi prolif 31 and C diff growth 0.
For COc1ccc(CN(C)C[C@@H]2Oc3ccc(NS(=O)(=O)c4cccs4)cc3CC(=O)N([C@@H](C)CO)C[C@@H]2C)cc1 the results were Pf Dd2 inh -10, KDM4C inh -0.8, Tcruzi prolif 24 and C diff growth -9.
CNC[C@@H]1Oc2ccc(NS(C)(=O)=O)cc2CC(=O)N([C@H](C)CO)C[C@@H]1C was read as Pf Dd2 inh 11, KDM4C inh -0.3, Tcruzi prolif 4 and C diff growth -2.
For COc1ccccc1C#Cc1ccc2c(c1)O[C@@H](CN(C)Cc1ccccc1)[C@H](C)CN([C@H](C)CO)S2(=O)=O the results were Pf Dd2 inh -74, KDM4C inh -1.4, Tcruzi prolif 118* and C diff growth 15.
Screening COc1ccc(NC(=O)N(C)C[C@@H]2Oc3ccc(NS(=O)(=O)c4ccc(Cl)cc4)cc3C(=O)N([C@@H](C)CO)C[C@@H]2C)cc1 returned Pf Dd2 inh 32, KDM4C inh 1.2, Tcruzi prolif -33 and C diff growth 1.
Screening CCCN(C)C[C@@H]1Oc2cc(C#CCC3CCCC3)ccc2S(=O)(=O)N([C@@H](C)CO)C[C@H]1C returned Pf Dd2 inh -4 and KDM4C inh -0.3.
For C[C@H](CO)N1C[C@H](C)[C@@H](CN(C)Cc2ccccc2)Oc2ncc(C3=CCCCC3)cc2C1=O the results were Pf Dd2 inh -22, KDM4C inh 1.0, Tcruzi prolif -30 and C diff growth -4.
Screening Cc1noc(C)c1S(=O)(=O)Nc1ccc2c(c1)C(=O)N([C@H](C)CO)C[C@@H](C)[C@@H](CN(C)CC1CCCCC1)O2 returned Pf Dd2 inh 20, KDM4C inh 3.0, Tcruzi prolif -20 and C diff growth -1.
`C[C@@H]1CN([C@@H](C)CO)C(=O)Cc2cc(NS(=O)(=O)c3cn(C)cn3)ccc2O[C@H]1CN(C)Cc1ccncc1` gave Pf Dd2 inh 15, KDM4C inh 0.4 and C diff growth 4.
`C[C@H]1CCCCO[C@@H](CN(C)CC2CCCCC2)[C@@H](C)CN([C@@H](C)CO)C(=O)c2cc(NC(=O)Cc3ccccc3)ccc2O1` gave Pf Dd2 inh -60, KDM4C inh 3.7, Tcruzi prolif 59 and C diff growth 26.
For COc1ccc(S(=O)(=O)N(C)C[C@H]2Oc3ccc(NC(=O)Cc4ccccc4)cc3C(=O)N([C@H](C)CO)C[C@@H]2C)cc1 the results were Pf Dd2 inh -52, KDM4C inh 0.0 and C diff growth -1.
CN1C(=O)c2cc(NC(=O)Nc3cccc(Cl)c3)ccc2OC[C@H]2O[C@H](CC(=O)O)CC[C@H]21 was read as Pf Dd2 inh -1, KDM4C inh 2.6, Tcruzi prolif -77 and C diff growth 2.
Screening COc1ccc(NC(=O)N(C)C[C@@H]2OCc3cn(nn3)CCCC(=O)N([C@@H](C)CO)C[C@@H]2C)c(OC)c1 returned Pf Dd2 inh 13, KDM4C inh 1.3, Tcruzi prolif 24 and C diff growth 2.
